CHT inh: inhibitors of human choline transporter CHT | CHT-expressing cells, membrane potential dye, choline response; hits give low values | B-score at 10 µM | hit rate 0.86% among 310,000 | AID 488975, 2010;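 active = B-score over 3 SD under the library average, and starting fluorescence ratio not unusually high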;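 note: choline stimulus applied at its EC90 after an EC20 pre-addition; B-score computed on integrated fluorescence ratio after choline addition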
Target sequence (Q9GZV3 whole entry, looked up): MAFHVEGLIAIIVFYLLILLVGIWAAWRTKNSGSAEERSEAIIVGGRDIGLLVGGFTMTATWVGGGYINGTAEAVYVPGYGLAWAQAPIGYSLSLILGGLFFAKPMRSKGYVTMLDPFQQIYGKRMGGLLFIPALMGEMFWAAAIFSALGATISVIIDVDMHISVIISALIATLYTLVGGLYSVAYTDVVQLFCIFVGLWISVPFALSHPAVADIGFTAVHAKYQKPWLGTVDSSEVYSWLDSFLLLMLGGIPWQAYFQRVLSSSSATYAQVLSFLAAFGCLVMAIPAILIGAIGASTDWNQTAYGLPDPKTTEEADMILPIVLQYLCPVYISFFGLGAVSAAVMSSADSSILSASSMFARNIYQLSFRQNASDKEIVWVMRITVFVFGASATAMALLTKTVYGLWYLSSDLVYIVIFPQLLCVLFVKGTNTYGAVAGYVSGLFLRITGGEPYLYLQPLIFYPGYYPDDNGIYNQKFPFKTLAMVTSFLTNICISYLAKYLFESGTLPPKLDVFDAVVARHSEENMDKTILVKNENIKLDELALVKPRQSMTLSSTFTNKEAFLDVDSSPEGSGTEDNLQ
Kir21 inh: inhibitors of mouse Kir2.1 inward-rectifier potassium channel; AID 1672, 2009; hit rate 0.85% among 310,000; HEK293-Kir2.1, FluxOR thallium flux fluorescence; hits give low values; Inward rectifier potassium channel 2 (Mus musculus), P35561; B-score at 10 µM;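 active = fluorescence ratio B-score at or below minus 3 SD of library scores, with starting-brightness B-score within 2 SD, cut at about -4.2 in these data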;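 note: channel flux triggered by added potassium and thallium sulfate stimulus; B-score of peak minus minimum fluorescence over baseline after thallium stimulus; more negative B-score means stronger Kir2.1 block with less thallium influx; some compounds called inactive have numbers as strong as hits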
Target sequence (P35561 whole entry, looked up): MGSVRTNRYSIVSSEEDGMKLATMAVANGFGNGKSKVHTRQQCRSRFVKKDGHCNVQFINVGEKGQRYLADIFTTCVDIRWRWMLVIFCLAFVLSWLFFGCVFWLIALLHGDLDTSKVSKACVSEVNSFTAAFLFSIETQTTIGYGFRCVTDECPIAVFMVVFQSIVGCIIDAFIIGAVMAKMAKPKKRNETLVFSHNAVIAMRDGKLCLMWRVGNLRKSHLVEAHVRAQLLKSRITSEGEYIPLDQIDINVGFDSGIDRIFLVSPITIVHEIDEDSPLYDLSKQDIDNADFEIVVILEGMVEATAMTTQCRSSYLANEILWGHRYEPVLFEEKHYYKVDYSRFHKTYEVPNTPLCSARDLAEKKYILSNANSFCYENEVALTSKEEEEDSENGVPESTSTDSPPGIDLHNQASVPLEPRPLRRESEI
The depositor's hits bear a star; i = inactive; x = no result given. Compounds were not picked by outcome; overall some 1.6% were active at least once.

item	Structure	CHT inh	Kir21 inh
1	CC(C)CNC(=S)N(Cc1ccco1)Cc1cc2cc3c(cc2[nH]c1=O)OCCO3	i	1.28
2	Cc1ccccc1N=C/C=C1\N(C)c2ccccc2C1(C)C	i	-2.88
3	Cc1cccc(-n2ncc3c2CCCC3NC(=O)CCc2ccncc2)c1C (stereo unspecified)	i	-0.41
4	C/C(N)=C(/C#N)C(=O)COC(=O)c1cc(-c2cccc(Br)c2)nc2ccccc12	i	0.03
5	CCN(CC)CCN(C(=O)c1ccc(S(=O)(=O)N2CCOCC2)cc1)c1nc2cc3c(cc2s1)OCCO3	i	0.49
6	CN(Cc1ccc(F)cc1)C(=O)C(Cc1ccccc1)NC(=O)c1ccccc1 (stereo unspecified)	i	-0.17
7	CCCCCCCCCC[n+]1cccc(C(=O)N(CC)CC)c1	i	-0.01
8	COc1cc(/C=N/NC(=O)C(Cc2c[nH]c3ccccc23)NC(=O)OCc2ccccc2)cc([N+](=O)[O-])c1O (stereo unspecified)	i	1.45
9	CCn1c(=O)c(C(=O)NNC(=O)c2ccccc2F)c(O)c2ccccc21	i	0.53
10	CCCC(=O)Nc1ccccc1N1CCN(C(=O)c2ccccc2)CC1	i	-0.8
11	Cc1cccc(NC(=O)Nc2cccc(F)c2)n1	i	-0.44
12	CN1c2ccccc2-c2nc3ccccc3n2C1c1cccs1 (stereo unspecified)	i	-1.54
13	COC/C=C/C1=CC2=CC(=O)C(C)(OC(=O)C3CCCC3)C(=O)C2=CO1 (stereo unspecified)	i	0.61
14	CCOC(=O)c1c(C)[nH]c(C)c1C(=O)COC(=O)c1cc(OC)c(OC)cc1OC	i	-0.57
15	C=CCNC(=O)c1ccncc1	i	0.93
16	O=C(N/N=C/C1C(c2ccccc2)C1(Cl)Cl)c1cccc(Cl)c1 (stereo unspecified)	i	-0.84
17	O=C(c1cc2ccccc2oc1=O)N(Cc1ccccc1)C1CCS(=O)(=O)C1 (stereo unspecified)	i	0.05
18	O=C(NCc1ccccc1F)C1CCN(S(=O)(=O)c2ccccc2)CC1	i	1.07
19	CC(=O)N1CCCc2cc(S(=O)(=O)NC(C(=O)NC(C)c3ccccc3)C(C)C)ccc21 (stereo unspecified)	i	2.68
20	Nc1cc(=O)[nH]c(SCC(=O)N2CCc3ccccc3C2)n1	i	0.57
21	CCOCCOC(=O)CCSc1n[nH]c(=O)[nH]c1=O	i	-0.01
22	Nc1ccc2oc(=O)c(-c3ccccc3)cc2c1	i	-0.47
23	CCOC(=O)CC(NC(=O)c1ccco1)c1ccc(OC)cc1 (stereo unspecified)	i	0.04
24	CCOc1ccc2oc(C(=O)Nc3ccc(N4CCOCC4)cc3)c(C)c2c1	i	0.07
25	O=C(NCCS(=O)(=O)N1CCC2(CC1)OCCO2)c1ccc(F)cc1	i	0.07
26	O=C(C1CCC(=O)N(C2CC2)C1)N1CCN(c2ccc(Cl)cc2)CC1 (stereo unspecified)	i	-0.89
27	Cc1ccc(C)c2[nH]c(=O)c(CN(CCN3CCCC3)C(=O)Nc3ccc(F)cc3)cc12	i	-0.02
28	O=C(CC1C(=O)NC2CCCCC2N1C(=O)c1ccc(F)cc1)Nc1ccccc1 (stereo unspecified)	i	0.29
29	COC(=O)c1ccc(NC(=O)Cn2cnc3c(nnn3-c3cccc(OC)c3)c2=O)cc1	i	2.62
30	Cc1cc(C2CCCCC2)n(O)c(=O)c1	i	x

The closing 3 entries of the section before lead into the next.
item	Structure	CHT inh	Kir21 inh
28	O=C(CC1C(=O)NC2CCCCC2N1C(=O)c1ccc(F)cc1)Nc1ccccc1 (stereo unspecified)	i	0.29
29	COC(=O)c1ccc(NC(=O)Cn2cnc3c(nnn3-c3cccc(OC)c3)c2=O)cc1	i	2.62
30	Cc1cc(C2CCCCC2)n(O)c(=O)c1	i	x
31	C/C(=N\NC(=O)c1cccnc1)c1ccc(-c2ccccc2)cc1	i	-0.03
32	CNC(=O)C1=NCCCc2cc(OC)c(OC)cc21	i	0.07
33	Cc1ccnc(NS(=O)(=O)c2ccc(NC(=O)c3cc(-c4ccccc4)nc4ccccc34)cc2)n1	i	0.87
34	COc1ccc(C(=O)Nc2nnc(Cc3ccccc3)s2)c(OC)c1	i	-0.04
35	Cc1c(C(=O)NCCCN2CCOCC2)sc2nc(-c3ccccc3)cn12	i	-0.65
36	CC(=O)N1N=C(c2ccco2)CC1c1cccs1 (stereo unspecified)	i	0.31
37	Nc1nnc(Cc2ccc(Cl)cc2)s1	i	0
38	CN1CCN(C(=O)c2cnn3c(C(F)(F)F)cc(-c4cccs4)nc23)CC1	i	-1.07
39	Cc1cc(NC(=O)CSc2nnnn2-c2ccc(F)cc2)no1	i	-0.19
40	Cc1c(N(C(=O)CNC(=O)c2ccccc2)C2(C(=O)NC3CCCC3)CCCCC2)c(=O)n(-c2ccccc2)n1C	i	-2.69
41	O=C(Nc1ccc(Cl)cc1)Nc1cccc(C(=O)O)c1	i	1.76
42	CCOC(=O)N1CCN(C(=O)/C(=C/c2cccs2)NC(=O)c2ccc(OC)c(OC)c2)CC1	i	0.25
43	CCC(=O)N1c2ccc(S(=O)(=O)NCCc3ccc(OC)c(OC)c3)cc2CC1C (stereo unspecified)	i	0.22
44	Cc1cc(NC2CCCCC2)nc(-c2ccccc2O)n1	i	-0.73
45	COc1cc([C@H]2Oc3c(OC)cc(CCCO[C@@H]4O[C@H](CO)[C@@H](O)[C@H](O)[C@H]4O)cc3[C@@H]2CO)ccc1O	i	x
46	O=C(N/N=C/c1ccc(O)cc1)Nc1cccc2nsnc12	i	0.37
47	O=C(CC1S/C(=N/N=C/c2cccnc2)NC1=O)Nc1ccccc1 (stereo unspecified)	i	-1.6
48	COC(=O)[C@@]12CCCCN1[C@H](c1ccc(SC3CCCCC3)c(OC)c1)[C@@H]1C(=O)N(C)C(=O)[C@@H]12	i	0.79
49	COc1ccc(Cl)cc1NC(=O)C1CC(=O)N(C2CCCCC2)C1 (stereo unspecified)	i	-0.83
50	CCOC(=O)Cn1c(=S)[nH]c2c(oc3ccc(Cl)cc32)c1=O	i	-1.94
51	Cc1ccccc1NC(=O)CSc1ccc(-c2ccco2)nn1	i	0.44
52	Cc1cc(NC(=O)COc2ccccc2C)ccc1NC(=O)c1cccs1	i	-0.78
53	CS(=O)(=O)N1CCN(c2ccc(NC(=O)c3ccc([N+](=O)[O-])o3)cc2)CC1	x	1.28
54	COc1ccc(C2=NN(C(=O)CSc3nnc(C)n3C)C(c3ccco3)C2)cc1 (stereo unspecified)	i	-0.86
55	O=C(NCCCO)C(=O)NCC(c1ccc2c(c1)OCO2)N1CCN(c2ccc(F)cc2)CC1 (stereo unspecified)	i	0.42
56	COc1ccc(NC(=O)CSc2cn[nH]n2)c(OC)c1	i	-1.49
57	CCn1c(CNC(=O)C23CC4CC(CC(C4)C2)C3)nnc1SCC(=O)Nc1nnc(C)s1	i	1.41
58	COc1ccccc1NC(=O)c1c(Br)cnn1C	i	-1.61
59	COc1ccc(Cl)cc1NC(=O)c1[nH]nc(OC)c1[N+](=O)[O-]	i	2.14
60	NNC(=O)c1oc2nc(-c3ccco3)cc(-c3ccco3)c2c1N	i	1.04

Part of the list above in a different format.
(46) O=C(N/N=C/c1ccc(O)cc1)Nc1cccc2nsnc12
(47) O=C(CC1S/C(=N/N=C/c2cccnc2)NC1=O)Nc1ccccc1 (stereo unspecified)
(48) COC(=O)[C@@]12CCCCN1[C@H](c1ccc(SC3CCCCC3)c(OC)c1)[C@@H]1C(=O)N(C)C(=O)[C@@H]12
(49) COc1ccc(Cl)cc1NC(=O)C1CC(=O)N(C2CCCCC2)C1 (stereo unspecified)
(50) CCOC(=O)Cn1c(=S)[nH]c2c(oc3ccc(Cl)cc32)c1=O
(51) Cc1ccccc1NC(=O)CSc1ccc(-c2ccco2)nn1
(52) Cc1cc(NC(=O)COc2ccccc2C)ccc1NC(=O)c1cccs1

Screen / compound no.,46,47,48,49,50,51,52
CHT inh,i,i,i,i,i,i,i
Kir21 inh,0.37,-1.6,0.79,-0.83,-1.94,0.44,-0.78

(next part)
item	Structure	CHT inh	Kir21 inh
61	O=C(Nc1cccc(C(=O)N2CCCc3ccccc32)c1)c1ccccc1	i	0.08
62	OCCC1CN(Cc2cccn2-c2cccnc2)CCN1CCc1ccccc1 (stereo unspecified)	i	0.66
63	CCCn1c2ccccc2c2cnn(CC(=O)NCCCN3CCCCC3CC)c(=O)c21 (stereo unspecified)	-7.41*	-1.64
64	O=C(NCc1ccc(N2CCCC2=O)cc1)NC1CCCCC1	i	-1.37
65	O=C(OCc1ccc([N+](=O)[O-])cc1)c1ccc2ccccc2n1	i	-0.63
66	CC(C)(C)c1ccc(OCCSc2nc3ccccc3n2CC(=O)O)cc1	i	0.92
67	COc1ccc(NC(=O)CSCC(=O)N(C)CC(=O)Nc2cccc3ccccc23)cc1	i	-0.03
68	Cc1ccc(C)c(NC(=O)NNC(=O)c2cc3ccccc3cc2O)c1	i	-0.82
69	O=C(COc1ccccc1-c1ccccc1)NN=C1CCCC1	i	0.9
70	CCn1nnc(NC(=O)c2sc3ccccc3c2Cl)n1	i	-0.51
71	C/C(=N\NC(=O)COc1cccc(C)c1)c1ccc2ccccc2c1O	i	0.37
72	COc1cccc(NC(=O)CSc2nnc(NC(=O)C3CC3)s2)c1	i	2.51
73	CC1=C(C(=O)OC2CCCCC2)C(c2cccnc2)n2ncnc2N1 (stereo unspecified)	i	-0.31
74	Cc1ccc(-n2nnnc2SCC(N)=O)c(C)c1	i	0.38
75	Clc1ccc(OCCCN2CCCCC2)c(Br)c1	i	-0.09
76	CCC(C)(CN(C)C)OC(=O)c1ccccc1 (stereo unspecified)	i	x
77	O=[N+]([O-])c1cccc2c(N3CCOCC3)ccnc12	i	0.52
78	CCOC(=O)C1=C(O)C(=O)N(c2ccc(S(N)(=O)=O)cc2)C1c1ccc(OC)cc1 (stereo unspecified)	i	1.78
79	O=C1[C@H]2[C@@H](c3ccc(F)cc3)N3C(=O)N(c4ccccc4)C(=O)[C@@]3(Cc3ccc(Cl)cc3)[C@H]2C(=O)N1C1CCCCC1	i	0.78
80	Cc1ccc(Cl)cc1NC(=O)CSC(N)=O	i	-0.79
81	O=C1Nc2ccccc2N(O)N1c1ccc(S(=O)(=O)N2CCOCC2)cc1	i	-0.04
82	CCOC(=O)CC(NC(=O)c1ccco1)c1ccccc1Cl (stereo unspecified)	i	1.77
83	Cc1c(NS(=O)(=O)c2ccc(NCCN3CCOCC3)c([N+](=O)[O-])c2)c(=O)n(-c2ccccc2)n1C	i	0.35
84	Nc1nc(NCC2CCCO2)nc(Nc2ccccc2)c1[N+](=O)[O-] (stereo unspecified)	i	-0.08
85	Cc1cc(=O)oc(C)c1C(=O)Nc1ccc2nsnc2c1	i	0.23
86	CC(=O)c1ccc(S(=O)(=O)NC2CC(=O)N(c3ccc(Cl)cc3)C2)cc1 (stereo unspecified)	i	-1.2
87	[N-]=C=C1C(=S)NC(=O)[C@H]([n+]2ccccc2)[C@H]1c1ccc(Cl)cc1	i	2.24
88	COc1ccc(C/C(C)=N/Nc2nc(C)cc(=O)[nH]2)cc1	i	1.34
89	Cn1c(CNc2ccc(Cl)cc2)nnc1SCC#N	i	-1.4
90	CC(=NCCCN(C)C)C1=C(O)c2ccccc2C1=O	i	-0.45
91	COCc1cc(C)nc(OCC(=O)N/N=C/c2ccc(-c3cc([N+](=O)[O-])ccc3Cl)o2)c1C#N	i	0.1
92	COc1ccc(-c2c3c(nc4sc(C(=O)Nc5ccccc5)c(N)c24)CCC3)cc1	i	-0.87
93	Cc1ccc(N/C(N)=N/c2nc(CSc3nnc(C)s3)cc(=O)[nH]2)c(C)c1	i	0.03
94	Cc1nc2ccccc2c(=O)n1NC(=O)/C=C/c1ccccc1	i	1.15
95	FC(F)(F)c1cc(C(F)(F)F)c2ccc(N/N=C/c3ccccc3)nc2n1	i	2.48
96	CCOc1ccccc1C(=O)OCC(=O)Nc1nnc(-c2ccccc2)o1	i	-1.04
97	CCCCNCc1cc(Cl)c(OCCC)c(OCC)c1	i	-3.36
98	COc1ccc(C2C(C#N)=C(N)N(c3cccnc3)C3=C2C(=O)CCC3)cc1Cn1cc([N+](=O)[O-])cn1 (stereo unspecified)	i	2.04
99	Cc1cc(C)n2c(SCC(=O)Nc3ncc(C(F)(F)F)cc3Cl)nnc2n1	i	0.98
100	Cc1cc2c(=O)n(CC(=O)NCC(=O)Nc3ccc(C(C)C)cc3)cnc2s1	i	0.8
101	COc1cc(/C=N/NC(=O)c2ccc(O)cc2)ccc1Oc1ccc([N+](=O)[O-])cn1	i	0.15
102	Brc1cccc(C2Nc3cccc4cccc(c34)N2)c1	i	0.68
103	CCN1C(=O)N[C@@H](CCc2ccccc2)C(C(=O)OC)=C1C	i	-4.51
104	O=C(Nc1nnc(Cc2ccc(Cl)cc2)s1)c1ccco1	i	-1.23
105	CCN1C(=O)c2cccc3c(S(=O)(=O)N(C(=O)c4ccncc4)c4ccc(OC)cc4)ccc1c23	i	0.03
106	Cc1ccccc1S(=O)(=O)N1CCN(C)CC1	i	1.25
107	Cc1occc1C(=O)Nc1c(Cl)cccc1Cl	i	-1.81
108	COc1cc2c(cc1OC)C(=O)N1[C@H]3c4cc(Cl)ccc4OC[C@@H]3[C@H](c3ccccc3)[C@]1(C)C(=O)N2	i	x
109	Cc1ccc(C2CC2C(=O)NNC(=S)Nc2ccc(Cl)cc2)cc1 (stereo unspecified)	i	-1.22

High-throughput results (PubChem BioAssay)
